# Assay outcomes: PubChem, Vanderbilt High Throughput Screening Facility
# Cav32 inh – Cav3.2 calcium influx blockers – cell-based, Fluo-4 calcium fluorescence, FDSS, MLSMR library, primary screen. hit rate 4% among 100,000. Cav3.2-expressing cells; active compounds read low. B-score at 10 µM. Voltage-dependent T-type calcium channel subunit alpha-1H (Homo sapiens), O95180. AID 449739, 2010;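 active = single-dose well whose peak fluorescence ratio is a statistical outlier from its plate by either plate-standardised score or position-corrected B-score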
# Starred values were filed as active, the others as inactive.
# The first five records, to show the layout:
SMILES,Cav32 inh
CCC(C)(C)n1nnnc1CN1CCC(n2c(C)nc3cc(C(F)(F)F)ccc32)CC1,4*
Nc1ccccc1N=Cc1c(O)n(CCC2=CCCCC2)c(=O)[nH]c1=O,0.16
N/C(=N\[N+](=O)[O-])N/N=C/c1ccc(O)cc1,-1.3
CC(=O)Nc1ccccc1OC(=O)N(C)C,-0.16
Cc1cccc(NC(=O)CSc2nnc([C@@H](N)Cc3c[nH]c4ccccc34)o2)c1C,0.29

# Results, repeating the preview:
SMILES,Cav32 inh
CCC(C)(C)n1nnnc1CN1CCC(n2c(C)nc3cc(C(F)(F)F)ccc32)CC1,4*
Nc1ccccc1N=Cc1c(O)n(CCC2=CCCCC2)c(=O)[nH]c1=O,0.16
N/C(=N\[N+](=O)[O-])N/N=C/c1ccc(O)cc1,-1.3
CC(=O)Nc1ccccc1OC(=O)N(C)C,-0.16
Cc1cccc(NC(=O)CSc2nnc([C@@H](N)Cc3c[nH]c4ccccc34)o2)c1C,0.29
CN(C(=O)Oc1cccc2cccnc12)c1ccccc1,-0.0019
O=C(CCn1c(=O)oc2ccccc21)N1CCC2(CC1)OCCO2,0.061
CCOC(=O)C(O)(c1ccc(N(C)C(=O)COc2ccccc2)cc1)C(F)(F)F (configuration not stated),0.43
C=C1[C@@H](OC(C)=O)[C@]23C[C@@H]1[C@@H](OC(C)=O)CC2[C@]12C4C[C@H]3[C@H]1N(CC)C[C@]4(C)CC[C@@H]2O (some centres not stated),0.78
CC12CN3CC(c4ccccc4)(CN(C1)C31CCCCC1)C2=O,-0.23
FC(F)(F)/C(=N\P(=S)(N1CCOCC1)N1CCOCC1)N1CCOCC1,-0.021
O=C(Nc1cccnc1)c1c(O)c2c(n(Cc3ccccc3)c1=O)CCCC2,-2.8
CC(C)=CCc1c(O)cc2c(c1O)C(=O)CC(c1ccc(O)cc1)O2 (configuration not stated),0.26
Cc1cccnc1-n1c(CN2C(=O)c3ccccc3C2=O)nc2ccccc2c1=O,-1
CC1=CC(=O)C2=C(C)CC(O)C3C(C)C(=O)OC3C12 (configuration not stated),1.2
CN(C)C(=O)Oc1ccc(OC(=O)N(C)C)cc1,0.14
CCCCn1c(O)c(C(CC)=Nc2ccc(OCC)cc2)c(=O)[nH]c1=O,-1.1
COc1cccc(OC)c1C1=NCC(=O)Nc2c1oc1ccc(Br)cc21,-4.2*

# Reformatted: entries from further up
CC(=O)Nc1ccccc1OC(=O)N(C)C
  Cav32 inh = -0.16

Cc1cccc(NC(=O)CSc2nnc([C@@H](N)Cc3c[nH]c4ccccc34)o2)c1C
  Cav32 inh = 0.29

# The list is partial (hit frequency here may not be typical).
